Compound activity deposited in PubChem by Sanford-Burnham Center for Chemical Genomics.
Mdm2-MdmX inh: disrupts the human Mdm2-MdmX interaction | SaOS-2 split-luciferase Mdm2/MdmX complementation, luminescence | O15151+Q00987 | 3% of 330,000 active | inhibition, % at 8 µM;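 active means inhibition of at least 50% at 8 µM in the primary screen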
CXCR6 inh: inhibitors of human CXCR6 receptor. inhibition, % at 20 µM. CHO-K1 PathHunter CXCR6 beta-arrestin, luminescence. O00574. 0.36% of 360,000 active; in the data active means inhibition above about 34%, passing the limit was not always enough;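 further: antagonist mode with CXCL16 agonist at 10 nM final; 0% = 10 nM CXCL16 with DMSO and 100% = unstimulated wells without agonist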
Target sequence (O00574 whole entry, looked up): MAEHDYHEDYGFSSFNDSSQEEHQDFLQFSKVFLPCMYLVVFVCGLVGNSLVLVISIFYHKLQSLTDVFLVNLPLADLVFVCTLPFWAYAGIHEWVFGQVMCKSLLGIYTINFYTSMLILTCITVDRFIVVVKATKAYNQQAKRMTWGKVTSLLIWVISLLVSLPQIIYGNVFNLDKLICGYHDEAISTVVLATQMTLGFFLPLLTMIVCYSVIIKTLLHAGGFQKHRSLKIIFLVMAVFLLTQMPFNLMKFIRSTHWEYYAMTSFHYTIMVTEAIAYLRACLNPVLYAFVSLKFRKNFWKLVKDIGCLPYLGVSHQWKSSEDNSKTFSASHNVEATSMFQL
CCR6 antag: blocks CCL20-driven beta-arrestin recruitment at human CCR6; AID 493098; CHO-K1 CCR6 PathHunter beta-arrestin, luminescence, CCL20-stimulated; inhibition, % at 20 µM; 0.49% of 340,000 active;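 active means compounds whose inhibition of the agonist-driven luminescence signal at 20 µM reaches about 50%, limit read from the data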;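 further: cells stimulated with CCL20 at 14 nM final; plate controls were DMSO with CCL20 for no effect and DMSO without agonist for full effect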
EBI2 block: blocks human EBI2 receptor beta-arrestin signaling. P32249. EBI2 beta-arrestin recruitment, luminescence, 7a,25-OHC stimulated. inhibition, % at 5 µM. 0.81% of 360,000 active; in the data active means inhibition above about 38%;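 further: enzyme fragment complementation signal reports receptor beta-arrestin coupling in cells; 0% = agonist plus DMSO wells and 100% = wells without agonist; some results beyond the cut were filed as inactive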
Target sequence (P32249 whole entry, looked up, the tested form may be a part): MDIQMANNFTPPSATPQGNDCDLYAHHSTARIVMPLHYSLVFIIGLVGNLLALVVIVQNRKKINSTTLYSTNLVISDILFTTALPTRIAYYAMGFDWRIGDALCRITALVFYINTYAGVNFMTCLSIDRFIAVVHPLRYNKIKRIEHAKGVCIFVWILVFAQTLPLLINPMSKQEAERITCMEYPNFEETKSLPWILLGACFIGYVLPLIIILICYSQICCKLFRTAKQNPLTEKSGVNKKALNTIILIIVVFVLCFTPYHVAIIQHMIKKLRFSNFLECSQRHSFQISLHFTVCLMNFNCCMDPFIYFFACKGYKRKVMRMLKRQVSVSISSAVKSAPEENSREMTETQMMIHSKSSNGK
XBP1 UPR activ: adaptive UPR (XBP1) activation; AID 463104; 0.33% of 330,000 active; CHO-XBP1 luciferase reporter, IRE1-XBP1 UPR activation, luminescence; percent of tunicamycin response, DMSO as zero; activation, % at 20 µM;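 active means versus positive control, 20 µM dose yields 30% or more activation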;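 further: 100% = tunicamycin at 10 µg/mL and 0% = DMSO only wells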
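Material: CHO-XBP1 cells stably carrying IRE1-XBP1-driven luciferase reporter / Amount: 1000 cells per well / Compound: 20 µM, 1% DMSO / Times: 6 h treatment, 37 °C / Detection: luciferase luminescence / Measure: % activation of reporter signal versus tunicamycin and DMSO controls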
UPR CHOP act: activators of apoptotic arm of unfolded protein response (CHOP). activation, % at 10 µM. CHO-CHOP luciferase reporter, UPR activation, luminescence; percent of tunicamycin response over DMSO baseline. AID 449763. 0.34% of 330,000 active;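 active means at 10 µM dose, activation of 40% or more, normalized to positive control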;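 further: 100% = tunicamycin at 10 µg/mL and 0% = DMSO alone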
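Test system: CHO-CHOP cells, stable luciferase reporter of PERK-eIF2a-CHOP signalling | Quantity: 500 CHO-CHOP cells per well | Buffer or medium: F12 plus 10% serum | Compound dosing: 10 µM single point, 0.5% DMSO | Schedule: 6 h compound treatment, 37 °C | Signal: Luciferase luminescence | Control set: Tunicamycin high control, DMSO low control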
697 NFkB inh: inhibitors of the PMA/ionomycin-induced NF-kB reporter in 697 B cells; inhibition, % at 4 µM; 0.33% of 330,000 active; 697 B-cell NF-kB luciferase reporter, 16 h; in the data active means inhibition above about 35%
Gli-Sufu block: antagonists of Gli-Sufu signaling; Sufu-KO-LIGHT fibroblasts, Gli luciferase reporter luminescence; inhibition, % at 5 µM; 0.74% of 340,000 active;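 active means inhibition above about 55%, limit read from the data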;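 further: 0% = DMSO-treated cells and 100% = wells with medium but no cells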
Jurkat NFkB inh: lowers PMA/ionomycin-induced NF-kB signal in Jurkat cells | PMA/ionomycin-induced NF-kB luciferase reporter, luminescence | inhibition, % at 4 µM | 0.53% of 330,000 active; in the data active means inhibition above about 50%
Starred values were filed as active, the others as inactive; . = not tested or not shown.

smiles,Mdm2-MdmX inh,CXCR6 inh,CCR6 antag,EBI2 block,XBP1 UPR activ,UPR CHOP act,697 NFkB inh,Gli-Sufu block,Jurkat NFkB inh
O=C(O)c1cccc2c1C(=O)c1ccc(-c3ccc(F)cc3OCc3ccccc3)cc1S2(=O)=O,7,2,14,9,-4,-1.2,-1,-3,-6
COc1cc(C)c(NC(=S)Nc2ccc(C)c(Cl)c2)cc1OC,-1,-3,4,0,-1,1.1,-7,0,5
Cc1ccc(-c2nnc(C)c(N3CCCC3)n2)cc1,16,-21,14,6,0,3.1,-8,-1,9
O=C1CC(c2ccccc2)CC(O)=C1C=NCc1ccc(Cl)c(Cl)c1 (configuration not stated),8,2,-3,-1,-1,-1.1,-9,-18,-8
CC1CCCCN1C(=O)CCC(=O)Nc1nnc(C(F)(F)F)s1 (configuration not stated),1,-3,2,-14,-1,1.1,18,-5,1
O=C(O)COc1cccc(NC(=O)C2CCCO2)c1 (configuration not stated),15,5,-9,1,1,-1.5,12,0,1
S=C(NCCSCc1c(Cl)cccc1Cl)Nc1ccccc1,9,2,-4,8,-2,2.5,2,6,10
COc1ccc(OC)c(NC(=O)c2cc3c(cc2Cl)N2CCCCCC2=NS3(=O)=O)c1,18,2,2,-5,-1,0.5,3,3,-3
OC(C#CCN1CCOCC1)(c1ccccc1)C1CC1 (configuration not stated),20,2,4,-1,-1,-0.2,-10,7,-13
CCCCn1nnc(NC(=O)c2ccc(-c3cccc([N+](=O)[O-])c3)o2)n1,-37,.,.,.,0,-0.2,14,.,-7
COC(=O)Cc1c[nH]c2cccc(OCC(O)CN(Cc3ccc([N+](=O)[O-])cc3)C(C)(C)C)c12 (configuration not stated),11,12,9,25,-3,-1.9,22,19,-9
CCCCCCOC(=O)CC1CC(C(C)=O)C1(C)C (configuration not stated),.,2,10,14,.,.,.,4,.
CCOC(=O)C1(Cc2ccc(OC)cc2)CCN(C(=O)c2sc(C)nc2C)CC1,0,-4,14,3,-3,0.3,-47,17,-17
Cn1c(N)c(C(=O)COC(=O)c2cc(-c3ccco3)nc3ccccc23)c(=O)n(C)c1=O,7,9,27,11,-1,3.3,17,-1,16
COc1ccc(NC(=O)CN2C(=O)COc3ccc(C)cc32)c(OC)c1,6,-1,5,5,-3,2.2,9,-10,-8
Cc1ccc(S(=O)(=O)Nc2ccc3c(c2)C(=O)N([C@H](C)CO)C[C@H](C)[C@@H](CN(C)C(=O)Nc2ccc(C(F)(F)F)cc2)O3)cc1,-9,-9,8,-1,-4,0.8,5,-6,15
COc1ccc(CNC(=O)CCN2C(=O)c3ccccc3C2=O)cc1OC,0,7,7,-4,-3,0.3,28,-8,6
CN(/N=C/c1ccc2c(c1)OCO2)c1nc(N2CCOCC2)nc(N2CCOCC2)n1,-10,6,7,5,-2,1.3,11,29,-5
C#CCOCCOCCOCCNc1nc(N2CCN(C(=O)[C@H](CCCCN)n3cc([C@@H](N)C(C)CC)nn3)CC2)nc(N2CCN(C(=O)[C@H](Cc3ccc(O)cc3)n3cc([C@@H](N)C(C)CC)nn3)CC2)n1 (some centres not stated),13,14,2,-9,1,2.0,-4,-7,14
N#Cc1c(NCCN)nc(-c2ccccc2)c2c1CCCC2,58*,22,5,-1,-2,-1.9,10,4,8
CC1(C)CC(=O)C(N=Nc2cc3c(cc2[N+](=O)[O-])OCCO3)=C(O)C1,11,9,14,3,-5,3.8,6,-3,5
COc1ccc(S(=O)(=O)N2CCOC2CNC(=O)C(=O)NCCc2c[nH]c3ccccc23)cc1 (configuration not stated),0,-7,25,6,-4,0.6,-1,-4,11
CCCC(NC(=O)COc1cc2c(c3oc(=O)cc(C)c13)CCC(C)(C)O2)C(=O)O (configuration not stated),-26,6,1,-1,-6,1.9,4,8,-1
Cc1nn(-c2ccccc2C(F)(F)F)c(=O)c2noc(C)c12,17,0,-7,-10,-2,1.2,16,8,6
S=C(NN=Cc1ccc2c(c1)OCO2)NN=Cc1ccc2c(c1)OCO2,.,4,4,-2,.,.,.,2,.
O=C(C1CCCCC1)N1CCN(S(=O)(=O)c2ccc(Br)cc2)CC1,2,-1,6,0,-4,1.3,-13,5,-16
Cc1ccccc1CC1(CO)CCCN(C(=O)c2cc(-c3ccccc3)no2)C1 (configuration not stated),24,-5,4,2,1,0.6,-25,-5,-12
Cc1ccc2nc(-c3ccccn3)cc(C(=O)Nc3ccc(S(=O)(=O)N4CCOCC4)cc3)c2c1,36,7,17,-4,-3,0.0,5,17,7
CCc1nc(SCC(=O)NC2CCCC2)c2c(=O)n(C)c(=O)n(C)c2n1,38,0,6,-1,0,-1.8,-11,2,15
CC1=NN(C(N)=S)C(=O)C1N=Nc1ccc(Cl)cc1Cl (configuration not stated),-22,5,26,4,-1,5.5,-173,-30,-46

Arranged by the number under CXCR6 inh (falling): some entries from above
| Molecule | CXCR6 inh |
| --- | --- |
| S=C(NN=Cc1ccc2c(c1)OCO2)NN=Cc1ccc2c(c1)OCO2 | 4 |
| CCc1nc(SCC(=O)NC2CCCC2)c2c(=O)n(C)c(=O)n(C)c2n1 | 0 |
| COc1ccc(S(=O)(=O)N2CCOC2CNC(=O)C(=O)NCCc2c[nH]c3ccccc23)cc1 (configuration not stated) | -7 |

A different layout for some results above:
Sequence of screens – Mdm2-MdmX inh, CXCR6 inh, CCR6 antag, EBI2 block, XBP1 UPR activ, UPR CHOP act, 697 NFkB inh, Gli-Sufu block, Jurkat NFkB inh
CN(/N=C/c1ccc2c(c1)OCO2)c1nc(N2CCOCC2)nc(N2CCOCC2)n1
    -10, 6, 7, 5, -2, 1.3, 11, 29, -5
C#CCOCCOCCOCCNc1nc(N2CCN(C(=O)[C@H](CCCCN)n3cc([C@@H](N)C(C)CC)nn3)CC2)nc(N2CCN(C(=O)[C@H](Cc3ccc(O)cc3)n3cc([C@@H](N)C(C)CC)nn3)CC2)n1 (some centres not stated)
    13, 14, 2, -9, 1, 2.0, -4, -7, 14
N#Cc1c(NCCN)nc(-c2ccccc2)c2c1CCCC2
    58*, 22, 5, -1, -2, -1.9, 10, 4, 8
CC1(C)CC(=O)C(N=Nc2cc3c(cc2[N+](=O)[O-])OCCO3)=C(O)C1
    11, 9, 14, 3, -5, 3.8, 6, -3, 5
COc1ccc(S(=O)(=O)N2CCOC2CNC(=O)C(=O)NCCc2c[nH]c3ccccc23)cc1 (configuration not stated)
    0, -7, 25, 6, -4, 0.6, -1, -4, 11
CCCC(NC(=O)COc1cc2c(c3oc(=O)cc(C)c13)CCC(C)(C)O2)C(=O)O (configuration not stated)
    -26, 6, 1, -1, -6, 1.9, 4, 8, -1
Cc1nn(-c2ccccc2C(F)(F)F)c(=O)c2noc(C)c12
    17, 0, -7, -10, -2, 1.2, 16, 8, 6
S=C(NN=Cc1ccc2c(c1)OCO2)NN=Cc1ccc2c(c1)OCO2
    ., 4, 4, -2, ., ., ., 2, .
O=C(C1CCCCC1)N1CCN(S(=O)(=O)c2ccc(Br)cc2)CC1
    2, -1, 6, 0, -4, 1.3, -13, 5, -16
Cc1ccccc1CC1(CO)CCCN(C(=O)c2cc(-c3ccccc3)no2)C1 (configuration not stated)
    24, -5, 4, 2, 1, 0.6, -25, -5, -12
Cc1ccc2nc(-c3ccccn3)cc(C(=O)Nc3ccc(S(=O)(=O)N4CCOCC4)cc3)c2c1
    36, 7, 17, -4, -3, 0.0, 5, 17, 7
CCc1nc(SCC(=O)NC2CCCC2)c2c(=O)n(C)c(=O)n(C)c2n1
    38, 0, 6, -1, 0, -1.8, -11, 2, 15
CC1=NN(C(N)=S)C(=O)C1N=Nc1ccc(Cl)cc1Cl (configuration not stated)
    -22, 5, 26, 4, -1, 5.5, -173, -30, -46

Going on with the list.
smiles,Mdm2-MdmX inh,CXCR6 inh,CCR6 antag,EBI2 block,XBP1 UPR activ,UPR CHOP act,697 NFkB inh,Gli-Sufu block,Jurkat NFkB inh
CC(C)Oc1ccc(C(=O)CCN2CCCCC2)cc1,23,5,1,-17,-2,0.5,5,0,-8
COc1cccc(NC(=O)CN2CCCCCC2)c1,7,-7,6,2,0,1.2,3,-6,-38
Cc1cc2nnc(SCC(=O)NCC(c3ccccc3)N(C)C)n2c2ccccc12 (configuration not stated),6,2,7,0,-3,-0.3,9,11,6
Cc1ccc(NC(=O)c2ccc(CSc3nccc(C)n3)cc2)cc1,13,4,-6,30,-1,0.4,1,-6,-12
COc1cc2c(cc1OC)C(C)N(C(=O)C(NC(=O)c1ccccc1)C(C)C)CC2 (configuration not stated),22,0,3,1,-4,0.5,-9,3,3
Cc1cc(C(=O)NC(=S)Nc2cccc(C(=O)O)c2C)ccc1[N+](=O)[O-],-2,34,46,5,-2,-0.7,5,-9,14
CC(=O)Nc1ccc(NC(=O)CSc2nnc3c4ccccc4n(C)c3n2)cc1,9,-12,14,0,5,-0.8,5,4,5
O=C(O)c1cccc(Nc2nc3ccccc3nc2NS(=O)(=O)c2ccc(F)cc2)c1,22,9,11,-3,0,0.3,-3,-18,-7
Cc1ccc2c(c1)Cc1nc3ccccc3nc1-2,-68,5,-1,10,-7,-4.1,-262,-33,-189
COc1ccc(C(=O)n2cc(C(=O)c3cc(C)ccc3O)cn2)cc1OC,46,-23,-9,7,-2,1.5,-18,-5,5
COc1ccc(CCNC(=O)c2ccc3nc(-c4ccco4)c(-c4ccco4)nc3c2)cc1OC,22,6,31,3,-2,5.3,14,9,1
O=C(CC1C(=O)NCCN1Cc1ccc(F)cc1)NCCOc1cccnc1 (configuration not stated),1,-3,13,-9,0,1.3,10,-4,6
O=C(O)CC12CC3CC(C1)CC(n1ncc(NCc4ccccc4)c(Cl)c1=O)(C3)C2,-20,1,0,-9,-2,-1.9,14,4,16
O=C(NCc1ccco1)c1ccc(CN2CCOCC2)cc1,12,4,22,-3,-1,-0.3,-7,-8,-5
O=C(O)c1ccc(-n2nnnc2SCc2ccccc2F)cc1,13,0,4,-3,2,-1.1,-7,25,-2
CC1=CC(C)(C)NC(=S)N1c1ccc(C)c(C)c1,1,-4,7,-8,1,-0.4,16,-6,6
Cc1c(CC(=O)N2CCN(C(=O)C3COc4ccccc4O3)CC2)c(=O)oc2cc(O)c(Cl)cc12 (configuration not stated),-23,-6,2,-10,0,0.2,-1,8,7
O=C(NCC(c1ccco1)N1CCCC1)c1cc(S(=O)(=O)N2CCCCC2)ccc1Cl (configuration not stated),-15,1,4,-1,1,0.6,-11,11,12
O=C(CCc1nc(-c2ccccc2F)no1)NC1CCCCCC1,-2,-1,0,9,-3,-1.5,2,5,-6
COCCn1c(=O)[nH]c2cc(C(=O)N3CCN(c4cccc(C)c4C)CC3)ccc2c1=O,14,0,-21,8,4,-0.1,5,-16,11
CCOC(=O)N1CCN(C(=O)C2CC(=O)N(Cc3ccc(OC)cc3)C2)CC1 (configuration not stated),30,8,4,0,-1,-1.0,3,-4,-6
c1ccc2c(c1)c1ccccc1n2CN1CCOCC1,10,-8,-7,5,3,-0.8,22,17,-4
O=C(Nc1ccccc1Cl)C1Cc2ccccc2O/C1=N\O (configuration not stated),-13,3,5,4,5,1.4,-16,-5,-28
